Bioassay records deposited in PubChem BioAssay by several laboratories.
5HT1E ag: 5-HT1E (human) receptor agonism; activation, % at 6 µM; CHO 5-HT1E Ga15 NFAT-bla reporter, FRET; 0% DMSO wells, 100% control agonist wells; 65,000 tested, 0.69% active;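 active = activation above a set limit, the screen-wide mean activation plus 3 SD, cut at about 8.5% in these data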;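 also: 100% = positive control agonist at 1 µM giving full maximal response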
M1 ag: agonists of M1 muscarinic receptor; AID 626; CHO-M1 cells, Fluo-4 calcium fluorescence, agonist mode; stronger effect = higher value; 64,000 tested, 3% active; B-score at 10 µM;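 active = fluorescence rise, raw or as B-score row- and column-corrected plate score, outside the 99.7% band of its plate's samples, either direction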
HTR1A agonist: activates the human 5-HT1a serotonin receptor; P08908; CHO 5-HT1a Ga15 NFAT-bla reporter, FRET ratio; 0% basal, 100% maximal reference agonist; activation, % at 10 µM; 65,000 tested, 0.56% active; AID 567;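 active = activation above the screen-wide mean activation plus 3 SD, cut at about 19% in these data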;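 also: 0% = DMSO wells and 100% = 5-CT at EC100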
HTR1E antagonist: antagonists of human 5-HT1E serotonin receptor; P28566; CHO 5-HT1E Ga15 NFAT-bla reporter, FRET, antagonist; inhibition, % at 6 µM; 65,000 tested, 0.99% active; AID 571;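 active = inhibition above a set limit, the mean inhibition across every tested compound plus 3 SD, cut at about 29% in these data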;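 also: signal is the 460 over 535 nm emission ratio of beta-lactamase substrate; 0% = agonist plus DMSO wells and 100% = wells without agonist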
M1 antag: M1 muscarinic receptor (rat) antagonism; 64,000 tested, 3.4% active; B-score at 10 µM; CHO-M1 cells, Fluo-4 calcium, ACh EC80 antagonist mode; stronger effect = lower value; P08482;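 active = calcium fluorescence response, raw or row-and-column corrected B-score, differing from the plate sample mean either way at a set confidence level, mostly lower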
Target sequence (P08482 whole entry, looked up): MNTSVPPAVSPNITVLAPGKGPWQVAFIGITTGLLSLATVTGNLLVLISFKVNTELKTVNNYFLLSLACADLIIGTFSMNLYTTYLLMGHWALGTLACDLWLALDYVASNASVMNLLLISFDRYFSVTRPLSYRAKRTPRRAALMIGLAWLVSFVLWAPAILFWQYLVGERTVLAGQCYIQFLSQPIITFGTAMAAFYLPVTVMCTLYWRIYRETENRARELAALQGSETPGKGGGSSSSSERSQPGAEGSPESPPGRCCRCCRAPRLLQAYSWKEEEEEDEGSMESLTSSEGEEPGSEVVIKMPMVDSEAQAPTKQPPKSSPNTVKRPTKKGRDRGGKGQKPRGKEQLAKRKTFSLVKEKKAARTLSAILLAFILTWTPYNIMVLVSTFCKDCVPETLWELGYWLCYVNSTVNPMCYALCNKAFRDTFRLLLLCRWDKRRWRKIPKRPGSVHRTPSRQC
5HT1a antag: antagonists of human 5-HT1a serotonin receptor; inhibition, % at 10 µM; P08908; CHO 5-HT1a Ga15 NFAT-bla reporter, antagonist mode; 62,000 tested, 0.68% active;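 active = inhibition above the mean of all tested compounds plus 3 SD, cut at about 43% in these data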;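 also: receptor stimulated by 5-CT agonist at 100 nM near EC80; beta-lactamase reporter measured by ratiometric fluorescence of a cleavable substrate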
S1P1 ag-PAM: S1P1 (human) agonism or agonism potentiation | P21453 | S1P1 CRE-bla cells, forskolin, beta-lactamase FRET, potentiator mode; S1P1 agonist co-added at EC20, 2 nM; 100% = saturating reference agonist, 0% = basal | activation, % at 9.5 µM | 56,000 tested, 0.57% active | AID 449;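 active = activation above a cutoff set at the mean activation of all tested compounds plus 3 SD, cut at about 54% in these data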;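 also: forskolin at 4 µM as EC80 and the EC20 agonist is SEW2871; 100% = SEW2871 at its EC100 plus forskolin at EC80; some compounds past the cut are filed as inactive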
Target sequence (P21453 whole entry, looked up): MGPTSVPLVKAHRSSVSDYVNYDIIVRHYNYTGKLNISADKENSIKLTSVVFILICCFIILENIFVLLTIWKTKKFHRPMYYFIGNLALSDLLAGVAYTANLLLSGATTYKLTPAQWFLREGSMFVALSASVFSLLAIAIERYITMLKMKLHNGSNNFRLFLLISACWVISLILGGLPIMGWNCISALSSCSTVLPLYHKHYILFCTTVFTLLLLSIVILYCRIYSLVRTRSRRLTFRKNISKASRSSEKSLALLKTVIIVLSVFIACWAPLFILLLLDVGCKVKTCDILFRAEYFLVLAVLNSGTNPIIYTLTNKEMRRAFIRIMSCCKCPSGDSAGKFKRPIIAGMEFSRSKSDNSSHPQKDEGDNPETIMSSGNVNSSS
Jurkat viability: reduces viability or proliferation of Jurkat cells; Jurkat E6.1 viability, ATP luminescence, 48 h; AID 463; inhibition, % at 4 µM; 56,000 tested, 1.2% active;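 active = inhibition above the mean inhibition of all tested compounds plus 3 SD, cut at about 28% in these data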
S1P3 agonist: S1P3 (human) receptor agonism | Q99500 | S1P3 NFAT-BLA reporter cells, FRET ratio; relative to 1 µM S1P, basal subtracted | activation, % at 4.5 µM | 60,000 tested, 0.1% active | AID 373;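 active = activation above the screen-wide mean plus 3 SD, cut at about 4.5% in these data, passing the limit was not always enough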; also: some compounds called inactive have numbers as strong as hits
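Measure – % activation relative to 1 µM S1P (100%), per plate · System – stable CHO line with human S1P3, Gα16, NFAT-BLA reporter · Timing – cells plated overnight, compound 4 h 37 °C, substrate 2 h RT · Technique – fluorescent BLA substrate, ex 405 nm, em 460/535 nm ratio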
An asterisk follows results filed as active. Not a hit list. Share with any hit: about 8.9%.

O=C1CN(C(=O)COc2ccccc2)CCN1 was read as 5HT1E ag -0.1, M1 ag 0.39, HTR1A agonist -3.6, HTR1E antagonist -10, M1 antag 0.84, 5HT1a antag 12, S1P1 ag-PAM -11, Jurkat viability -7 and S1P3 agonist -1.0.
For O=C1Nc2ccccc2C12OCC(COc1ccc(Cl)cc1)O2 (configuration not stated) the results were 5HT1E ag 0.3, M1 ag 0.4, HTR1A agonist -2.4, HTR1E antagonist 2, M1 antag -0.16, 5HT1a antag 2, Jurkat viability 11 and S1P3 agonist -0.3.
CC1(C)CC(=O)C(C(c2ccco2)C2C(=O)CC(C)(C)CC2=O)C(=O)C1 was read as 5HT1E ag -0.3, M1 ag -0.055, HTR1A agonist -2.5, HTR1E antagonist 5, M1 antag 0.18, 5HT1a antag 7, S1P1 ag-PAM -2, Jurkat viability 1 and S1P3 agonist -0.8.
Screening CCCCn1nnnc1SCC(=O)Nc1ccc2c(c1)OCCO2 returned 5HT1E ag -1.1, M1 ag 0.15, HTR1A agonist -1.7, HTR1E antagonist 4, M1 antag -0.33, 5HT1a antag 8, S1P1 ag-PAM 5, Jurkat viability 4 and S1P3 agonist -0.4.
For CCOC(=O)c1ccc(NC(=O)CN2CCN(c3ccccc3)CC2)cc1 the results were 5HT1E ag -0.7, M1 ag -0.0024, HTR1A agonist -2.5, HTR1E antagonist -3, M1 antag 0.064, 5HT1a antag 10, Jurkat viability -12 and S1P3 agonist -0.5.
Screening CCOC(=O)N1CCC2(CC1)C(C#N)=C(N)Oc1c2sc2nc(C)cc(C)c12 returned 5HT1E ag 0.1, M1 ag 0.33, HTR1A agonist 4.0, HTR1E antagonist 10, M1 antag 2.3, 5HT1a antag -14, Jurkat viability 1 and S1P3 agonist 0.1.
Screening Cc1cccc(N(CC(=O)N2CCCC2)S(=O)(=O)c2ccccc2)c1 returned 5HT1E ag -0.9, M1 ag 1.6, HTR1A agonist -1.0, HTR1E antagonist 15, M1 antag 0.53, 5HT1a antag 8, S1P1 ag-PAM 4, Jurkat viability 8 and S1P3 agonist -0.3.
CC(=O)n1nc(-c2ccco2)nc1N was read as 5HT1E ag -0.3, M1 ag -0.65, HTR1A agonist -2.1, HTR1E antagonist 3, M1 antag -0.48, 5HT1a antag 6, S1P1 ag-PAM 6, Jurkat viability -5 and S1P3 agonist -0.6.
CCN(C1CCCCC1)S(=O)(=O)c1cc(C)ccc1OC was read as 5HT1E ag 0.3, M1 ag -0.61, HTR1A agonist 0.2, HTR1E antagonist -2, M1 antag 0.23, 5HT1a antag 31, Jurkat viability 2 and S1P3 agonist -1.9.
For O=C1CC2(CON=C2c2ccc(F)cc2)C(=O)N1c1ccc(F)cc1 (configuration not stated) the results were 5HT1E ag -0.3, M1 ag 0.24, HTR1A agonist -4.4, HTR1E antagonist 4, M1 antag 0.81, 5HT1a antag -1, S1P1 ag-PAM -17, Jurkat viability -7 and S1P3 agonist -0.1.
For O=C(CC1SCCNC1=O)Nc1cc(Cl)cc(Cl)c1 (configuration not stated) the results were 5HT1E ag -0.1, HTR1A agonist -1.9, HTR1E antagonist 6, 5HT1a antag 10, S1P1 ag-PAM 4, Jurkat viability -4 and S1P3 agonist -0.7.
For OC(COCc1ccc(Cl)cc1)CN1CCN(CC(O)COCc2ccc(Cl)cc2)CC1 (configuration not stated) the results were 5HT1E ag -0.5, M1 ag 0.68, HTR1A agonist -1.9, HTR1E antagonist 5, M1 antag -1.9*, 5HT1a antag 4, S1P1 ag-PAM 29, Jurkat viability 28 and S1P3 agonist -2.0.
`CCOC(=O)c1ccc(CS(=O)c2ccc(Cl)cc2)o1` (configuration not stated) gave 5HT1E ag 0.1, M1 ag 1.5, HTR1A agonist -1.9, HTR1E antagonist -6, M1 antag -0.072, 5HT1a antag -1, S1P1 ag-PAM -1, Jurkat viability -4 and S1P3 agonist 0.5.
Screening Cc1ccc(S(=O)(=O)Nc2ccccc2F)cc1C(=O)NCCCN1CCCC1=O returned 5HT1E ag -0.8, M1 ag 0.37, HTR1A agonist -2.4, HTR1E antagonist 13, M1 antag 1.1, 5HT1a antag -5, S1P1 ag-PAM -5, Jurkat viability 12 and S1P3 agonist -0.4.
`CCOC(=O)c1c(C)[nH]c(C(=O)COC(=O)C2CC(=O)N(Cc3ccccc3)C2)c1C` (configuration not stated) gave 5HT1E ag -0.6, M1 ag 0.33, HTR1A agonist -1.4, HTR1E antagonist -6, M1 antag -0.36, 5HT1a antag -6, S1P1 ag-PAM 4, Jurkat viability 2 and S1P3 agonist 0.4.
For CCCNC(=O)c1c[nH]c2ccc(S(=O)(=O)N(C)c3ccc(OCC)cc3)cc2c1=O the results were 5HT1E ag -0.1, M1 ag -0.0046, HTR1A agonist 0.6, HTR1E antagonist 11, M1 antag 0.79, 5HT1a antag 24, S1P1 ag-PAM 24, Jurkat viability 12 and S1P3 agonist -2.9.
CCOc1cccc(C(=O)Nc2ccc(N(CC)CC)cc2)c1 was read as 5HT1E ag 0.4, HTR1A agonist -0.1, HTR1E antagonist -4, 5HT1a antag 5, S1P1 ag-PAM 4, Jurkat viability 16 and S1P3 agonist -0.5.
For Cc1nc(NC(=O)c2ccco2)sc1C(=O)Nc1ccc(Br)cc1 the results were 5HT1E ag 1.0, M1 ag -0.063, HTR1A agonist -1.2, HTR1E antagonist 7, M1 antag -0.61, 5HT1a antag -9, S1P1 ag-PAM 0, Jurkat viability -3 and S1P3 agonist -0.8.
Screening CC(C)Cn1c(SCC#N)nc2ccccc2c1=O returned 5HT1E ag -0.7, HTR1A agonist 2.8, HTR1E antagonist 22 and 5HT1a antag -1.
`COc1cccc(N(C(=O)CNC(=O)c2ccco2)C(C(=O)NC2CCCCC2)c2ccncc2)c1` (configuration not stated) gave 5HT1E ag -0.4, M1 ag 0.64, HTR1A agonist 0.0, HTR1E antagonist -11, M1 antag 0.031, 5HT1a antag -9, S1P1 ag-PAM 1, Jurkat viability -7 and S1P3 agonist -0.1.
`Oc1ccc(-c2nnc(-c3ccc(O)cc3)nn2)cc1` gave 5HT1E ag 0.1, M1 ag -1, HTR1A agonist -1.7, HTR1E antagonist -7, M1 antag 1.2, 5HT1a antag 3, S1P1 ag-PAM 64, Jurkat viability 1 and S1P3 agonist -0.2.
`Nc1ccc(Cl)c(-c2nc3ncccc3o2)c1` gave 5HT1E ag 0.8, M1 ag -0.34, HTR1A agonist -5.4, HTR1E antagonist -9, M1 antag 1.1, 5HT1a antag 3, S1P1 ag-PAM -26, Jurkat viability -5 and S1P3 agonist -0.5.
COc1ccc(C2N3CC4(C)CN2CC(C)(C3)C4O)cc1OC (configuration not stated) was read as 5HT1E ag -1.3, M1 ag 0.21, HTR1A agonist -2.9, HTR1E antagonist 5, M1 antag 0.41, S1P1 ag-PAM 0 and S1P3 agonist -3.5.
For OCCOCCNc1ncnc2c1cnn2-c1ccccc1 the results were 5HT1E ag -0.4, M1 ag -1.4, HTR1A agonist 1.3, HTR1E antagonist 3, M1 antag 0.15, S1P1 ag-PAM 4 and S1P3 agonist -2.5.
For COc1ccc2[nH]c(=O)c(CN(C(=O)c3ccco3)C3CCCCC3)cc2c1 the results were 5HT1E ag 1.3, M1 ag 1.3, HTR1A agonist 0.5, HTR1E antagonist -17, M1 antag -0.019 and 5HT1a antag -25.
`CCOC(=O)c1c(CN2CCOCC2)oc2ccc(OC)cc12` gave 5HT1E ag -0.1, M1 ag 0.083, HTR1A agonist -0.6, HTR1E antagonist -2, M1 antag -1.1, 5HT1a antag -10, S1P1 ag-PAM -6, Jurkat viability 0 and S1P3 agonist -1.1.
For C=COCCn1c(-c2nonc2N)nc2ccccc21 the results were 5HT1E ag -0.8, M1 ag -0.049, HTR1A agonist -3.2, HTR1E antagonist 17, M1 antag 0.36, 5HT1a antag 9, S1P1 ag-PAM -12, Jurkat viability 2 and S1P3 agonist -0.6.
For COc1ccc(N2C(=O)CCC(C(=O)Nc3ccccn3)C2c2ccc(OC)c(OC)c2)cc1 (configuration not stated) the results were 5HT1E ag 2.5, M1 ag 0, HTR1A agonist 0.3, HTR1E antagonist -10, M1 antag -0.02 and 5HT1a antag -3.
For CCn1c2c(c3ccc(OC)cc31)CCCC2=O the results were 5HT1E ag -0.8, M1 ag 0.98, HTR1A agonist -3.6, HTR1E antagonist 5, M1 antag 0, 5HT1a antag -8, S1P1 ag-PAM -15, Jurkat viability 6 and S1P3 agonist -0.2.
For Nc1nc(SCc2ccc3c(c2)OCCO3)n[nH]1 the results were 5HT1E ag -0.1, M1 ag -0.011, HTR1A agonist -1.1, HTR1E antagonist 4, M1 antag 0.57, 5HT1a antag 3, S1P1 ag-PAM -2, Jurkat viability 1 and S1P3 agonist -0.7.

No new results follow: entries from further up.
O=C1CN(C(=O)COc2ccccc2)CCN1 was read as 5HT1E ag -0.1, M1 ag 0.39, HTR1A agonist -3.6, HTR1E antagonist -10, M1 antag 0.84, 5HT1a antag 12, S1P1 ag-PAM -11, Jurkat viability -7 and S1P3 agonist -1.0.
For O=C1Nc2ccccc2C12OCC(COc1ccc(Cl)cc1)O2 (configuration not stated) the results were 5HT1E ag 0.3, M1 ag 0.4, HTR1A agonist -2.4, HTR1E antagonist 2, M1 antag -0.16, 5HT1a antag 2, Jurkat viability 11 and S1P3 agonist -0.3.
CC1(C)CC(=O)C(C(c2ccco2)C2C(=O)CC(C)(C)CC2=O)C(=O)C1 was read as 5HT1E ag -0.3, M1 ag -0.055, HTR1A agonist -2.5, HTR1E antagonist 5, M1 antag 0.18, 5HT1a antag 7, S1P1 ag-PAM -2, Jurkat viability 1 and S1P3 agonist -0.8.
Screening CCCCn1nnnc1SCC(=O)Nc1ccc2c(c1)OCCO2 returned 5HT1E ag -1.1, M1 ag 0.15, HTR1A agonist -1.7, HTR1E antagonist 4, M1 antag -0.33, 5HT1a antag 8, S1P1 ag-PAM 5, Jurkat viability 4 and S1P3 agonist -0.4.

(further entries)
COc1ccc(CCNC(=O)c2c(O)c3c([nH]c2=O)CCCC3)cc1OC was read as 5HT1E ag 0.4, M1 ag -0.58, HTR1A agonist -0.5, HTR1E antagonist 2, M1 antag 0.13, 5HT1a antag -8, S1P1 ag-PAM -62, Jurkat viability 4 and S1P3 agonist 0.0.
For O=C(CSc1ncccc1-c1nc2ccccc2[nH]1)N1CCCCC1 the results were 5HT1E ag 0.0, M1 ag 0.2, HTR1A agonist -2.0, HTR1E antagonist 5, M1 antag 0.013, 5HT1a antag 19, S1P1 ag-PAM -22, Jurkat viability -1 and S1P3 agonist -0.8.
Screening COc1ccc(CNC(=O)c2nnn(Cc3ccc(OC)cc3)c2N)cc1 returned 5HT1E ag -0.3, M1 ag 0.12, HTR1A agonist -2.6, HTR1E antagonist 2, M1 antag 0.11, 5HT1a antag 15, S1P1 ag-PAM -3, Jurkat viability 2 and S1P3 agonist -0.5.
For COc1ccc(N2C(=O)CC(NC3CC3)C2=O)cc1 (configuration not stated) the results were 5HT1E ag 0.6, M1 ag 0.12, HTR1A agonist -1.1, HTR1E antagonist 0, M1 antag 0.63, 5HT1a antag -4, S1P1 ag-PAM -14, Jurkat viability -4 and S1P3 agonist -1.2.
